# Screening results (PubChem BioAssay)
# Pf gametocyte: kills late stage P. falciparum gametocytes; P. falciparum stage V gametocytes, ATP luminescence, 24 h; inhibition, % at 10.9 µM; 0.065% of 150,000 active; AID 743093;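 active means inhibition above the mean plus 3 SD of compounds within the control limits, set per campaign, cut at about 38% in these data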;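 further: 0% = DMSO wells and 100% = medium only without gametocytes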
# Numbers without * were called inactive. A portion of the library, so the mix of outcomes need not match the whole.
SMILES,Pf gametocyte
COc1ccc(-c2cc(Cl)cc3c(=O)c4ccccc4n(C)c23)cc1F,14.5
CC1CCC(CN2CCN=C2N(C)C)CC1 (centres undefined),-5.3
O=C(O)CCCC(=O)N1N=C(c2ccccc2)CC1c1ccc2c(c1)OCO2 (centres undefined),-4.9
CCCCCOC(=O)C1=C(C)NC(=O)NC1c1ccc(OC)cc1 (centres undefined),-12.8
COc1ccccc1-c1coc2c(CN3C(C)CCCC3C)c(O)ccc2c1=O (centres undefined),14.8
COc1cc(OC)cc(-c2c(-c3ccc(F)cc3)c3cc(-c4ccc(SC)cc4)ccc3n2C)c1,4.5
O=C(/C=C/c1ccccc1Cl)Nc1cccnc1,2.9
Cc1cccc(N=Nc2c(N)n[nH]c2N)c1,-12.1
Cc1c(C(=O)OC(C)C)sc(NC(=O)c2cnccn2)c1C(=O)OC(C)C,6.9
O=S(=O)(c1ccc2c(c1)OCCO2)N1CCN(S(=O)(=O)c2ccccn2)CC1,-64.8
Cc1cc(C)c(SCCc2ccncc2)c(C)c1,4.9
Cc1ccccc1CNC(=O)CN(c1ccccc1Cl)S(C)(=O)=O,12.2
COc1ccc(C(=O)Nc2c(N)nc[nH]c2=O)cc1,8.1
CS(=O)(=O)N(CC(=O)N1CCCC1)c1cc(Cl)ccc1Cl,8.8
COc1ccc(OC)c(C(=O)c2ccccn2)c1,-5.2
Cc1ccn2c(NC3CCCCC3)c(-c3cccc(SC4CCCCC4)c3)nc2c1,3.0
CCN(CCCC(=O)c1ccc(F)cc1)CCc1ccccc1,-12.1
CC(=O)N1CCN(c2ccc(NCc3ccc(-c4ccc(Br)cc4)o3)cc2)CC1,10.8
Cc1ccc(S(=O)(=O)NCC2CCCO2)cc1 (centres undefined),7.1
Cc1ccccc1Cn1c(=O)c2c(nc3n2CCN3Cc2ccco2)n(C)c1=O,7.2

# In a second layout: entries from further up.
smiles | Pf gametocyte
Cc1cccc(N=Nc2c(N)n[nH]c2N)c1 | -12.1
Cc1ccccc1CNC(=O)CN(c1ccccc1Cl)S(C)(=O)=O | 12.2
O=C(O)CCCC(=O)N1N=C(c2ccccc2)CC1c1ccc2c(c1)OCO2 (centres undefined) | -4.9
COc1ccccc1-c1coc2c(CN3C(C)CCCC3C)c(O)ccc2c1=O (centres undefined) | 14.8
CC(=O)N1CCN(c2ccc(NCc3ccc(-c4ccc(Br)cc4)o3)cc2)CC1 | 10.8
Cc1cc(C)c(SCCc2ccncc2)c(C)c1 | 4.9
CCCCCOC(=O)C1=C(C)NC(=O)NC1c1ccc(OC)cc1 (centres undefined) | -12.8

# (list continues)
SMILES,Pf gametocyte
COc1ccc([C@@H]2CC=C(C(=O)O)[C@H](c3ccc(Cl)cc3)N2S(=O)(=O)c2ccc(Cl)cc2)cc1,-13.1
CC(=O)Oc1c(C)c2c3c(c1OC(C)=O)[C@@H](C)CC[C@@H]3[C@@H](C)C[C@H]2C=C(C)C,0.9
CC(=O)Nc1cccc(NC(=O)Cc2cccs2)c1,-4.7
CC(C)(C)CC(C)(C)Nc1c(-c2ccc(O)cc2)nc2cnccn12,-7.5
CS(=O)(=O)c1ccc(CNC(=O)C2(C(F)(F)F)C/C(=C\Cc3ccccc3)CCCO2)cc1 (centres undefined),24.8
COc1ccc(/C=N/Nc2nc(C)cc(-c3ccccc3)n2)c(OC)c1,-18.6
Cc1ccc2[nH]c(C(=O)N3CCCCC3)cc2c1,-32.5
CCCOc1ccc2[nH]c(C(=O)N/N=C/c3cc(OC)c(OC)c(OC)c3)cc2c1,5.8
Cc1cccc2c1NC(=O)C2(O)N1CCCC(C)C1 (centres undefined),15.6
CCn1c(SCc2cccc(C(=O)O)c2)nnc1-c1ccc(Cl)cc1,1.9
Cc1cccc(CNc2ncnc3ccc(-c4ccoc4)cc23)c1,10.3
CCOCCCNC(=O)c1cccc(OC2CCN(S(C)(=O)=O)CC2)c1,0.1
Cc1nnc(N=c2ssnc2Cl)o1,-25.2
CCOC(=O)[C@@H]1[C@H]2COc3ccc(Br)cc3[C@@H]2N2C(=O)N(c3ccc(C(F)(F)F)cc3)C(=O)[C@]12C,1.1
COC(C[C@@H](O)C[C@@H](O)[C@@H](C)OCc1ccccc1)OC,6.3
O=C(Nc1cccnc1)c1cc(Cl)ccc1Cl,2.5
Nc1cc(Oc2ccc(Cl)cc2Cl)nc(N)n1,13.0
Cc1cccc(C)c1NC(=O)CC(C)c1ccccc1 (centres undefined),-10.5
CCNC(=S)NC1CC2CCCC(C1)N2CCc1ccccc1 (centres undefined),19.2
O=C(O)CCN1C(=O)c2ccc(NC(=O)CSc3ccc(Cl)cc3)cc2C1=O,-17.4
O=c1c2ccccc2nc(/C=C/c2ccc(Cl)cc2)n1CCO,-33.0
Fc1cccc(CCN2CCN=C2Nc2ccccc2)c1,-3.4
Cc1nc(C(=O)O)sc1C1(C)CC(c2cccc([N+](=O)[O-])c2)=NO1 (centres undefined),-8.0
CC(C)CNS(=O)(=O)c1ccc(S(=O)(=O)NC2CCOC(C)(C)C2)cc1 (centres undefined),-30.1
C#CCOCCOCCOCCNc1nc(N2CCOCC2)nc(N2CCN(C(=O)CCCCCCCCCCNC(=O)[C@@H]([C@H](C)CC)n3cc(CCCCCN)nn3)CC2)n1,-12.0
COc1cc(C)c(S(=O)(=O)NOCc2ccccc2)c(C)c1C,6.2
O=C(O)C(c1ccccc1)N1C(=O)c2ccccc2C1=O (centres undefined),4.2
Cc1ccc(C(=O)NCc2ccc(F)cc2)s1,5.4
CCc1ccc(OCCSc2nc3ccccc3n2CCC(=O)O)cc1,-13.2
CC[C@H](C)C(=O)N[C@H]1CCCN1C(=O)/C=C/c1ccccc1,-16.0
O=C(c1cccc(F)c1)N1CCCc2ccccc21,21.6
O=C(OCCN1CCCCC1)c1cccc(Cl)c1,3.7
CCOC(=O)CSc1nnc2c3ccccc3n(CC)c2n1,-17.8
CCOC(=O)C1(CCOc2ccccc2)CCN(Cc2ccc(OCC)c(CO)c2)CC1,11.4
Cc1ccccc1OCCn1c(=S)[nH]c2ccccc21,-4.9
COc1ccc(-c2n[nH]c(=S)n2-c2ccc(C)cc2)cc1OC,-10.0
NS(=O)(=O)c1ccc(CCNC(=O)CC(c2ccccc2)c2ccccc2)cc1,-18.4
CCCn1c(C(O)c2ccc(C)cc2)nc2ccccc21 (centres undefined),7.6
CCc1nc(SCc2ccccc2C#N)n[nH]1,-18.0
COCCCn1c(C)nnc1SCC(=O)Nc1cccc(C)c1,10.2
Cc1ccc(C(=O)Nc2ncn[nH]2)cc1,8.8
COC(=O)c1cn(C(=O)c2ccc(OC)cc2)c2ccccc12,-9.7
O=C(Nc1cccc(Cl)c1)C1COc2ccccc2O1 (centres undefined),15.7
COC(=O)[C@H](Cc1ccccc1)N(Cc1ccccc1)S(=O)(=O)N(Cc1ccccc1)[C@@H](Cc1ccccc1)C(=O)OC,-33.0
O=C1C=C(c2cccc(Cl)c2)C[C@@H](c2ccc(Cl)cc2)C1,2.5
COc1ccc(-n2c(-c3ccc(Cl)cc3Cl)n[nH]c2=S)c(OC)c1,-13.0
O=C(Nc1ccccc1)c1nc[nH]c1C(=O)NCCCCCCNC(=O)c1[nH]cnc1C(=O)Nc1ccccc1,9.7
COc1ccc(Cc2nnc(NC(=O)c3ccccc3F)s2)cc1OC,6.1
O=C(Nc1ccccc1NC(=O)c1ccccc1Cl)c1ccccc1Cl,-36.0
CC(C)C(C)N(Cc1ccc(C(=O)O)cc1)C(=O)c1ccc2ccccc2n1 (centres undefined),-7.7
O=C(O)c1ccccc1Oc1ccc(Oc2ccccc2)cc1,15.8
O=C(CN1C(=O)c2ccc([N+](=O)[O-])cc2C1=O)NCc1ccc(C(=O)O)cc1,20.0
c1ccc(OCCCn2ccnc2)cc1,-16.7
CCc1ccc(N(CC(=O)N2CCOCC2)S(C)(=O)=O)cc1,-8.6
COc1ccc2[nH]cc(CCNC(=O)Nc3ccccc3C)c2c1,0.1
O=C(NCc1c[nH]c2ccccc12)c1ccccc1,-20.2
C=CCNC(=S)NNc1nc2sc3c(c2c(=O)[nH]1)CC(C)(C)OC3,16.8
N#CCc1ccc(OC(=O)c2ccncc2)cc1,5.3
CCCCNc1ccc(C(CC(N)=O)NC(=O)c2cc(C)cc(C)c2)cc1[N+](=O)[O-] (centres undefined),4.5
COc1ccc(S(=O)(=O)n2ccnc2C)c(C)c1C,-13.2
# The listing continues.
SMILES,Pf gametocyte
Cc1nc2ccc(Oc3ccccc3)cc2s1,26.3
COc1ccc(S(=O)(=O)Nc2ncccn2)cc1,-23.7
O=C(c1ccc(Cl)cc1)N1CCc2ccccc21,-2.7
COc1cccc(C2C(C(=O)c3cc4ccccc4o3)=C(O)C(=O)N2CCN(C)C)c1OC (centres undefined),-10.1
COC(=O)C1(Cc2cc(-c3cccnc3)no2)CCN(C(=O)OC(C)(C)C)CC1,-4.7
C=CCn1c(SCC(=O)N(CCO)CCO)nc2sc3c(c2c1=O)CCC3,-8.8
O=C(Cn1c(NCCCO)nc2ccccc21)c1ccc(F)cc1,14.3
CCOc1ccc(CNC(c2ccccc2)c2ccccc2)cc1,-26.3
Cc1onc(-c2ccccc2Cl)c1C(=O)Nc1cc(=O)n(C)c(=O)n1C,-26.9
COc1cc(CN2CCCN(C)CC2)c([N+](=O)[O-])cc1OC,3.0
O=C(c1ccccc1)N1CCN(c2ncccn2)CC1,-26.1
O=S(=O)(NCCCCCNS(=O)(=O)c1c(F)cccc1F)c1ccc2c(c1)OCCO2,-2.2
COC(=O)c1ccc(COc2ccc(C#N)cc2)o1,-51.2
C[C@@H](NC(=O)c1nc[nH]c1C(=O)N[C@H](C)c1ccccc1)c1ccccc1,-21.7
Cc1nc(-c2ccccc2)sc1C1(C)CC(c2ccccc2F)=NO1 (centres undefined),-3.7
NC(=O)CCCn1c(C(=O)c2ccc(Cl)cc2)c2ccc(C(F)(F)F)cc2[n+]1[O-],22.2
CC(C)(C)CN1CCN(CC#Cc2ccccc2)CC1CCO (centres undefined),9.5
CCOc1ccc(NC(=O)CNC(=O)c2ccco2)cc1,0.5
COc1cc(OC)cc(C(=O)N2CCN(C(=O)c3cccnc3)CC2)c1,6.9
CNC(C)C(=O)NC(C(=O)N1CCCC1C(=O)NNc1ccccc1)C(C)C (centres undefined),-16.5

# For reference, part of the list above.
SMILES,Pf gametocyte
CC(C)(C)CN1CCN(CC#Cc2ccccc2)CC1CCO (centres undefined),9.5
CCOc1ccc(NC(=O)CNC(=O)c2ccco2)cc1,0.5
COc1cc(OC)cc(C(=O)N2CCN(C(=O)c3cccnc3)CC2)c1,6.9
CNC(C)C(=O)NC(C(=O)N1CCCC1C(=O)NNc1ccccc1)C(C)C (centres undefined),-16.5

# Continued:
SMILES,Pf gametocyte
Cc1ccc2c(C)c(C(=O)Nc3cccnc3)oc2c1C,8.9
CCCn1c(C)nc2c(c1=O)c1nc3ccccc3nc1n2-c1ccccc1,-0.7
O=C(O)CS(=O)(=O)c1ccc(Oc2ccc(S(=O)(=O)CC(=O)O)cc2)cc1,6.5
CN(Cc1ccccc1)C(=O)c1[nH]cnc1C(=O)NCC(=O)OC(C)(C)C,1.5
C[C@H]1CN([C@@H](C)CO)C(=O)c2cc(NC(=O)c3ccncc3)ccc2O[C@H]1CN(C)Cc1ccc(C(=O)O)cc1,17.2
CC(C)CC(NS(=O)(=O)OCC(Cl)(Cl)Cl)c1ccccc1 (centres undefined),-39.1
c1ccc(NC2=NCCN2CCC2CCCC2)cc1,11.4
[N-]=[N+]=NC[C@H](Cc1ccccc1)N1CC[C@@H](O)CCC1=O,-9.9
COc1ccccc1NC(=O)NCCN1CCCCC1,14.7
COc1ccc(CCC(=O)c2ccc(OC)cc2)cc1,2.3
CC(C)(C)[C@H]1CCC(=O)N([C@H](CC#N)Cc2ccccc2)CC1,2.4
CCN1C(=NCc2ccccc2)N[C@@H](c2ccccc2)[C@H](C(=O)OC)[C@H]1C,14.1
CCOC(=O)C1CCCN(Cc2ccc(OCc3ccccc3)c(OC)c2)C1 (centres undefined),-27.9
C=C[C@@H]1c2cccc(C)c2N(S(=O)(=O)c2ccc(C)cc2)[C@H](c2ccccc2)C1(C#N)S(=O)(=O)c1ccccc1 (some centres undefined),-7.9
Cc1ccc(S(=O)(=O)n2c(C)nc3cc(C)ccc32)cc1,-12.4
COc1ccc(-c2cc3cc(-c4cc(OC)c(OC)c(OC)c4)ccc3o2)cc1,-19.4
CN(C)CCCNC(=S)N(CCCN(C)C)Cc1cc2cc3c(cc2[nH]c1=O)OCO3,-1.5
O=C(O)c1ccc(NC(=S)NC(=O)c2cncc(Br)c2)cc1,-1.0
Cc1cc(NC(=O)C(C)C)ncc1NC(=O)c1ccco1,5.9
COc1ccccc1CNC(c1ccccc1)c1ccccc1,-5.4
C#CCOCCOCCOCCNc1nc(N2CCOCC2)nc(N2CCN(C(=O)CCCCCCCCCCNC(=O)Cn3cc(CCCCCN)nn3)CC2)n1,-2.7
CCNCCNc1ccc(Cl)cc1[N+](=O)[O-],-8.2
O=C(O)CCCN1C(=O)C2C3C=CC(C2C1=O)C1C(=O)N(CCCC(=O)O)C(=O)C31 (centres undefined),-13.3
O=C(Cc1cccc2ccccc12)Nc1ccc(O)cc1C(=O)O,-21.9
CC1=C(C(=O)OC(C)C)C(c2ccc(O)cc2)NC(=O)N1 (centres undefined),3.8
CCN1C(=O)[C@H]2[C@@H](c3ccc(SC4CCCCC4)cc3)N[C@@](CC(C)C)(C(=O)OC)[C@H]2C1=O,-3.0
COc1ccc(NC(=O)CCCCC(=O)Nc2ccc(OC)cc2OC)c(OC)c1,-17.6
O=C(NC1CCNCC1)C1CCCCC1,7.7
COc1ccc(CCn2c(-n3nc(C)cc3C)nc3c2c(=O)[nH]c(=O)n3C)cc1,12.0
